# PLCb3 inh = PLC-beta3 (human) inhibition, primary screen | Q01970 | Purified PLC-beta3, fluorogenic substrate, fluorescence | inhibition, % at 12.2 µM | actives 0.18% (n = 370,000) | AID 720704; in the data active means inhibition above about 11%;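 further: 0% = median of compound wells on plate and 100% = full blocker control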
# FXN GAA850 act = frataxin GAA850 promoter activation; AID 540364; activation, % at 6 µM; actives 0.56% (n = 360,000); HEK293 lucGAA850 FXN promoter luciferase reporter, 24 h; percent of 10 µM SAHA response;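 active means activation above the average of all compounds screened plus 3 SD, cutoff fixed separately per campaign, cut at about 7.5% in these data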;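 further: 0% = DMSO wells and 100% = 10 µM SAHA wells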
# HGIII-sPLA2 inh = Inhibits HGIII-sPLA2 liposome hydrolysis, primary screen | Q9NZ20 | QFRET BODIPY PC-A2 liposome hydrolysis, fluorescence | inhibition, % at 12.2 µM | actives 0.56% (n = 370,000) | AID 743126;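 active means inhibition above mean plus 3 SD of compounds lying within the high and low control bounds, cut at about 19% in these data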;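 further: 0% = median of test compound wells and 100% = no enzyme DMSO wells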
# Target sequence (Q9NZ20 whole entry, looked up): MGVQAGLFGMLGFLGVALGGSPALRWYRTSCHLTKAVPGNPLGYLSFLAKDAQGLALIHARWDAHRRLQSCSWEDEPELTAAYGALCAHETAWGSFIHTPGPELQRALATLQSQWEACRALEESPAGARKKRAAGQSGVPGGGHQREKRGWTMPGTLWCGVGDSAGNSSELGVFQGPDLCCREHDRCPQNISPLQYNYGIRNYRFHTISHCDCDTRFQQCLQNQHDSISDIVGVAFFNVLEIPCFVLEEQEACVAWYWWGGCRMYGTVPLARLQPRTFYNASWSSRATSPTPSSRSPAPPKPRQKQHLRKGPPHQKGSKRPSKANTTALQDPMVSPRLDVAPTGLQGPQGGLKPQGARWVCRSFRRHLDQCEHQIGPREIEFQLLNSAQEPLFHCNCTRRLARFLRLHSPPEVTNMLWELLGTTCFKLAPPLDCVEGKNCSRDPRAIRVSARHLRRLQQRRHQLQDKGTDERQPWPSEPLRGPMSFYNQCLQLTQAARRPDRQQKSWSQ
# DAX1 inh-1 = DAX1 (NR0B1) inhibition, primary screen. inhibition, % at 6.8 µM. AID 652010. actives 1.1% (n = 370,000). HEK293T StAR-luciferase reporter, SF-1/DAX-1 repression relief;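 active means inhibition above the mean over all tested compounds plus 3 SD, cut at about 3.6% in these data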;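 further: 0% = DAX-1 cells with DMSO and 100% = cells lacking DAX-1 with DMSO; higher inhibition means more luminescence from relief of DAX-1 repression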
# NR1D1 modulator = Rev-erb alpha (human) modulation | P20393 | Rev-erbα–FITC-DNA binding, fluorescence polarization, 90 min | activity, % at 10 µM | actives 0.79% (n = 370,000);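 active means activity above about 14%, limit read from the data; passing the limit was not always enough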;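 further: 0% = DMSO wells with 35 nM protein and 100% = DMSO wells with 750 nM protein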
# Target sequence (P20393 whole entry, looked up): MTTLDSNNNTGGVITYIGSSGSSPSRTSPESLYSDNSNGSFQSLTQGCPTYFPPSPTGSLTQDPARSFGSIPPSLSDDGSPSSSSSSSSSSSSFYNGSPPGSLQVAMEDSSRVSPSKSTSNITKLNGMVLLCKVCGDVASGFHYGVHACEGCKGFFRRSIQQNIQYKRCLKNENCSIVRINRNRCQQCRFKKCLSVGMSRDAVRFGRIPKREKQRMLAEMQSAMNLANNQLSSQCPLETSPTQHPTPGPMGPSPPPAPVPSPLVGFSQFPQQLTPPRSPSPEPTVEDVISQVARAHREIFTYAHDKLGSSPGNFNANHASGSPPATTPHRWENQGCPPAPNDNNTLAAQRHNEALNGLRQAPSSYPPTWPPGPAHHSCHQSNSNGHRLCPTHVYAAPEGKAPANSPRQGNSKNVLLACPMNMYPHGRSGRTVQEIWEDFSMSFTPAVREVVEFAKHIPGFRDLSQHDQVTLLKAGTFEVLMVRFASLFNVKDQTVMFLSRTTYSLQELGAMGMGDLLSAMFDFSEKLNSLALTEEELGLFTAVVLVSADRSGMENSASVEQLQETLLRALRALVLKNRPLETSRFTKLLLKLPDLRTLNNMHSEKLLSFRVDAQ
# hgDAF12 agonist = hgDAF-12 agonism, primary luciferase screen; HEK293 GAL4-hgDAF12 UAS-luciferase reporter, agonist luminescence; normalized to butyrate control; activation, % at 6.8 µM; actives 1.8% (n = 370,000); AID 687014;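 active means activation above a cutoff set at the mean of all screened compounds plus 3 SD, cut at about 10% in these data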;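 further: 0% = DMSO wells and 100% = sodium butyrate wells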
# hcDAF12 agonist = H. contortus DAF-12 activation, primary screen. HEK293 hcDAF-12 lit1-tk-luc reporter, luminescence; 0% DMSO, 100% Δ7-dafachronic acid. activation, % at 6.8 µM. actives 1.4% (n = 370,000);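 active means activation above the mean of all tested compounds plus 3 SD, cut at about 5.5% in these data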;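 further: 100% = response to 3 µM Δ7-dafachronic acid high control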
# ssDAF-12 act = activates DAF-12 receptor from parasite S. stercoralis; HEK293 ssDAF-12/GRIP1 lit1-tk-luc reporter, luminescence; % of 3 µM dafachronic acid response; activation, % at 6.8 µM; actives 1% (n = 370,000); AID 652126;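 active means activation above the mean over all tested compounds plus 3 SD, cut at about 0.9% in these data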;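 further: 0% = DMSO-only wells and 100% = 3 µM delta7-dafachronic acid wells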
# SMARCA2 activ = activators of SMARCA2 function. actives 1% (n = 370,000). MG213 cells, MMTV-luciferase reporter, dexamethasone, overnight. AID 652017. activation, % at 9.1 µM; in the data active means activation above about 7.8%;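 further: 0% = vehicle wells and 100% = reference activator wells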
# DAX1 inh-2 = inhibitors of human orphan nuclear receptor DAX1 (NR0B1) | P51843 | HEK293 Gal4-DAX1 luciferase reporter, luminescence | inhibition, % at 6.75 µM | actives 0.99% (n = 340,000) | AID 504766;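 active means inhibition above the mean over all tested compounds plus 3 SD, cut at about 4.2% in these data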;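 further: 0% = DAX1-transfected cells with DMSO and 100% = empty-vector control cells with DMSO; inhibition shows as a rise in luminescence from relieved DAX1 repression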
# PG9 binder = small molecules binding HIV-1 gp120 antibody PG9 | TR-FRET gp120-PG9 antibody binding | inhibition, % at 6.7 µM | actives 0.43% (n = 360,000) | AID 624416; in the data active means inhibition above about 8.5%
# An asterisk follows results filed as active; i = inactive; nt = no result given. The order is random. About 7% of those tested had a hit in this group.
item	smiles	PLCb3 inh	FXN GAA850 act	HGIII-sPLA2 inh	DAX1 inh-1	NR1D1 modulator	hgDAF12 agonist	hcDAF12 agonist	ssDAF-12 act	SMARCA2 activ	DAX1 inh-2	PG9 binder
1	COc1cc(C2NC(=O)NC(C)=C2C(=O)OCc2ccc(C)cc2)cc(OC)c1O (stereo not given)	-10	2.5	-10	-0.1	-4	-2.2	-1.6	-2.0	1	0.3	0.7
2	CCCC(=O)Nc1ccc2c(c1)nc1n2CCN(C2CCCCC2)C1	-406	1.7	2	1.0	3	-2.4	1.7	-0.8	4	1.1	0.8
3	CC(C)OC(=O)CC1C(=O)NCCN1C(=O)COc1ccc(C(C)(C)C)cc1 (stereo not given)	-2	1.2	4	-0.2	-4	0.4	-0.5	-1.1	0	-0.8	-1.9
4	CCOC(=O)c1cnc(-n2[nH]c(C)c(Cc3ccccc3)c2=O)[nH]c1=O	-6	-0.8	23*	0.0	-2	0.3	-1.0	-1.3	-2	0.0	-1.8
5	CC(=O)c1c(C)[nH]c(C(=O)OCC(=O)c2ccc(C)s2)c1C	-10	4.1	-2	0.3	3	1.4	-1.3	-1.7	-1	-0.4	-1.9
6	NC(=O)CSc1ncnc2c1cnn2Cc1ccccc1	1	-1.8	-1	1.1	-1	0.7	-1.3	-1.4	0	-0.5	-1.1
7	CC(C)NC(=O)C1CCN(Cc2cnn(-c3ccccc3)c2-n2cccc2)CC1	2	1.3	9	0.2	-7	1.2	-0.4	-0.6	2	-0.7	0.0
8	CN(C)CCNC(=O)c1cccc2ccc(-c3ccc(-c4ccccc4)cc3)nc12	i	1.3	-29	-0.8	2	1.1	2.3	1.2*	8.6*	-0.8	1.8
9	CN(c1cccc(NS(=O)(=O)c2cccs2)c1)S(C)(=O)=O	0	-1.6	3	0.7	-1	2.5	-1.9	-0.8	2	-0.8	2.3
10	COc1ccc(NC(=O)COC(=O)/C=C/c2ccccc2[N+](=O)[O-])cc1OC	6	2.2	-4	-0.4	8	-1.6	1.4	-1.1	-4	-0.3	0.5
11	Fc1ccc2nc(C3CCN(Cc4nc(CC5CC5)no4)CC3)[nH]c2c1	-2	0.7	3	0.3	5	-3.9	-0.5	-0.8	2	0.3	0.0
12	CCOC(=O)C1CCCN(C2=NC(=O)/C(=C/c3ccc(OC)c(OC)c3)S2)C1 (stereo not given)	-16	3.6	-4	0.5	1	0.5	-2.1	-0.8	0	0.2	-3.6
13	CCC(C)(C)NC(=O)C(OC(=O)c1cc2sccc2n1C)c1ccc(OC)cc1 (stereo not given)	1	-0.4	0	-0.2	2	1.3	-1.8	-1.5	-2	-0.4	-0.2
14	COc1ccccc1/C=C/C(=O)OCC(=O)N1c2ccccc2CC1C (stereo not given)	-49	1.1	5	-1.6	8	2.7	0.5	-1.0	-3	0.7	1.4
15	O=C(CN1CCCCCC1)Nc1ccc(Cl)cc1F	-1	-0.3	7	0.0	5	-1.8	-0.5	-1.0	1	0.2	0.4
16	CN(C(=O)c1ccc(COc2ccccc2Cl)o1)c1ccccc1	-5	3.6	-8	0.0	4	-2.0	-2.0	-0.5	1	-0.3	2.6
17	COc1ccccc1OCC(=O)N/N=C1\CCCCc2ccccc21	-5	-1.3	2	-0.3	2	1.2	-2.3	-1.9	-4	-2.7	0.5
18	CC(C)C(=O)Nc1nnc(-c2ccco2)s1	-7	2.2	2	1.3	2	3.4	-0.4	-0.6	-2	nt	-1.3
19	O=C(NN=C1CCCCCC1)c1cccnc1	3	0.8	1	-0.2	-3	1.9	-0.3	-1.2	8	0.3	-1.6
20	Cc1ccc(NC(=O)CCC(=O)N/N=C/c2ccc(O)cc2)cc1	-3	0.1	-7	0.4	-5	-2.4	-1.9	-0.8	-2	0.4	-1.3
21	COc1ccc(N(CC(=O)Nc2ccc(F)cc2)S(=O)(=O)c2ccccc2[N+](=O)[O-])c(OC)c1	2	-3.2	-25	-0.4	6	1.4	-0.2	-1.7	-1	-0.8	-2.2
22	ClC(Cl)(Cl)c1nc2ccccc2n2nncc12	2	6.3	3	-1.0	-1	-0.1	-2.5	-0.7	6	-0.8	-2.7
23	COc1ccc(-c2noc(-c3ccccc3C(=O)NCc3ccco3)n2)cc1	3	0.8	5	-0.1	-2	1.0	4.7	-0.6	0	-0.7	-3.9
24	CCC(C)NC(=O)CN1C(=O)c2cccc3cccc1c23 (stereo not given)	-298	0.8	5	0.6	-1	-0.5	-2.1	-1.5	-4	-1.3	0.8
25	Nc1[nH]n2c(=O)cc(-c3ccccc3)nc2c1N=Nc1ccccc1	0	1.7	7	-0.3	2	-0.4	-1.4	-1.4	0	0.3	1.3

# Remaining list, next part
item	smiles	PLCb3 inh	FXN GAA850 act	HGIII-sPLA2 inh	DAX1 inh-1	NR1D1 modulator	hgDAF12 agonist	hcDAF12 agonist	ssDAF-12 act	SMARCA2 activ	DAX1 inh-2	PG9 binder
26	C=CCn1c(SCC(=O)NCc2ccco2)nc2sc3c(c2c1=O)CCCC3	0	0.6	-2	-1.0	-3	2.2	-1.2	-1.1	1	-0.3	-0.9
27	C#Cc1ccc(CN2CCN(CCCc3ccccc3)C(CCO)C2)cc1 (stereo not given)	-10	1.3	-8	-0.1	3	0.0	0.2	-0.8	-1	-0.7	-1.8
28	COc1cc(C)ccc1S(=O)(=O)NC(=O)C1(C)CCN1C(=O)Cc1ccc(Cl)cc1Cl (stereo not given)	0	1.3	-3	0.9	1	-2.0	0.4	-1.4	0	nt	-0.1
29	COc1cccc(CNc2nc3cc(-c4cccc(C(F)(F)F)c4)sc3c(=O)n2C)c1OC	0	-1.5	-5	-1.0	10	4.5	1.0	-1.4	0	nt	1.5
30	CCC1CCCCN1C(=O)c1cc(COc2ccc3ncccc3c2)on1 (stereo not given)	-6	-3.2	-9	-5.0	6	-11	-4.0	-3.1	-4	-3.5	-1.7
31	CN(C)C(=O)c1cc(C(=O)c2ccc(F)cc2F)c[nH]1	-4	2.4	4	0.9	-2	0.8	1.4	-1.1	1	1.8	-0.3
32	C[C@H]1C(=O)N2[C@@H](C[C@]3(c4c[nH]c5ccccc45)c4ccccc4N(S(=O)(=O)c4ccccc4)[C@H]23)C(=O)N1C	-3	nt	-17	nt	-3	0.7	6.8*	-0.9	nt	nt	nt
33	COc1ccc(OC)c(NC2=NC3(CCCC3)N=C(N)N2)c1	0	-2.8	6	-0.3	-4	0.6	-0.5	-0.8	0	0.4	0.6
34	CC1(C)N=C(SCC(=O)Nc2ccc(Cl)cc2)C(c2ccccc2)=N1	3	-0.9	-18	-0.4	0	-1.5	-2.3	-1.1	-2	0.0	1.1
35	COc1ccc(N2C(=S)NC3c4cc(Cl)ccc4OC2(C)C3C(=O)N(C)C)cc1 (stereo not given)	-10	2.6	9	-0.2	-7	0.9	0.0	-2.0	-2	0.4	0.2
36	Cc1ccc(S(=O)(=O)CCC(=O)Nc2nnc(-c3cccs3)o2)cc1	-9	2.4	1	0.7	-3	4.5	1.5	-0.7	0	-0.2	0.3
37	C=C(C)CSc1nnc2n(Cc3ccccc3)c(=O)c3c4c(sc3n12)CCC4	8	-0.1	5	-0.5	3	0.4	-0.3	-1.0	-1	2.5	-2.7
38	CCN(CC)CCNC(=O)CCc1c(C)nc2c(c(C)nn2-c2ccc(C)c(C)c2)c1C	-143	1.3	5	1.8	5	5.9	3.6	0.3	6	3.3	2.5
39	O=C(/C=C/c1ccc(OCCCF)cc1)NCc1ccc(Cl)c(Cl)c1	0	-1.1	-9	-0.8	4	-2.6	-1.2	-1.5	-1	-1.0	-2.7
40	CCOC(=O)C1=C(C)Nc2nc3ccccc3n2C1c1cccs1 (stereo not given)	-1	-0.4	2	0.4	-3	-1.1	-0.8	-1.6	3	-0.5	-1.6
41	CCCS(=O)(=O)N1CCCC(C(=O)NCCN(C)Cc2ccccc2)C1 (stereo not given)	2	-1.7	-2	0.4	1	-1.4	-1.5	-1.4	0	-0.6	0.4
42	CC(C)CC(=O)c1c[nH]c(C(=O)NCc2cccnc2)c1	-1	-0.3	7	0.0	4	0.7	-0.7	-0.7	-1	-0.2	-2.2
43	O=C(Nc1cccc(Br)c1)c1cc2ccccc2o1	-2	6.6	-2	5.1*	2	26*	9.1*	0.1	0	4.3*	-1.4
44	CC(=O)N1CCN(S(=O)(=O)c2cccc(C(=O)Nc3ccc4c(c3)OCO4)c2)CC1	-4	1.2	2	-2.1	-4	-0.4	-1.4	-1.6	0	-0.2	-1.3
45	CN(c1ccc(C(=O)NCCSCc2c(F)cccc2Cl)cc1)S(C)(=O)=O	-7	2.2	-3	0.0	nt	0.3	-1.2	-1.1	0	-2.5	-0.7
46	CC1(C(=O)Nc2cccc(C#N)c2)CCN1C(=O)CCc1ccccc1 (stereo not given)	1	-0.4	1	0.0	6	-0.8	-0.2	-1.5	-1	nt	-1.2
47	CCN(CC)S(=O)(=O)c1ccc(N/N=C/c2ccc(OC)c(OC)c2OC)nc1	-17	1.5	-4	-0.1	0	-2.2	-1.1	-1.9	0	-1.5	-3.0
48	COc1cccc(CNC(=O)C(=O)NCCC2CCCCN2S(=O)(=O)c2cccs2)c1 (stereo not given)	-2	-1.5	-13	-1.6	-2	0.0	-1.6	-1.2	-2	-0.9	-3.0
49	CC(=O)Nc1cc(-c2ccc(N3CCN(C)CC3)cc2)cn2c(-c3ccc(F)c(Cl)c3)cnc12	-335	2.2	-7	-1.1	-3	-1.1	-1.3	-1.1	1	nt	-0.8
50	CC(C)(C)C(=O)CSc1ccc(S(=O)(=O)N2CCCC2)cn1	-5	3.5	-12	0.6	4	0.6	-2.0	-1.3	-2	1.3	-0.1

# The list goes on:
item	smiles	PLCb3 inh	FXN GAA850 act	HGIII-sPLA2 inh	DAX1 inh-1	NR1D1 modulator	hgDAF12 agonist	hcDAF12 agonist	ssDAF-12 act	SMARCA2 activ	DAX1 inh-2	PG9 binder
51	COc1ccc(C(=O)C2CCCN(Cc3cn[nH]c3-c3ccc(F)cc3)C2)cc1OC (stereo not given)	-7	0.7	-13	0.1	6	-3.5	-1.7	-0.9	0	-0.1	-2.4
52	O=C(CCNS(=O)(=O)c1ccc(Cl)cc1)N1CCOCC1	-4	0.7	-4	-0.9	2	0.7	-1.3	-1.2	2	0.4	-3.3
53	CN(C)c1ccc(N=Nc2cccc(F)c2)cc1	-7	5.3	13	2.8	12	11*	5.6*	1.4*	5	1.3	0.3
54	CC1=C(C(=O)N(C(C)C)C(C)C)CC(CC(=O)NCCc2ccccn2)C(=O)N1Cc1ccc(F)cc1 (stereo not given)	-2	nt	8	-0.4	-1	0.7	0.4	-1.2	-6	nt	-0.9
55	CC(C)CN1C2CCCC1CC(NC(=O)c1ccc([N+](=O)[O-])cc1)C2 (stereo not given)	-1	-0.3	4	0.2	3	-1.4	-0.4	-1.4	6	0.9	-1.9
56	CCN(CC)c1ccc(NC2CC(=O)N(CCc3ccc(OC)cc3)C2=O)cc1 (stereo not given)	-13	-1.4	-3	-0.8	1	-0.7	-1.4	-1.1	-1	0.8	-1.1
57	O=C(Nc1ccc(Nc2ccccc2)cc1)c1ccccc1	-7	nt	6	0.7	8	7.1	0.2	-0.6	6	nt	-2.3
